CendR NRP1 mod: NRP-1/CendR interaction modulation | O14786 | FAM-RPARPAR peptide binding to NRP-1, fluorescence polarization | 0.85% of 360,000 active | inhibition, % at 25 µM;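 active means inhibition or corrected inhibition above about 18%, plus a signal ratio from 0.5 to 1.5, limit read from the data, passing the limit was not always enough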; further: strong numbers were not always called active
MsrA inh: bovine MsrA inhibition; AID 651718; inhibition, % at 15.5 µM; purified bovine MsrA, absorbance read-out; 0.75% of 360,000 active; in the data active means inhibition above about 4.5%;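 further: 0% = vehicle wells with enzyme and 100% = reference inhibitor wells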
SKN-1 block: C. elegans SKN-1 inhibition. C. elegans VP596 Pgst-4::GFP/RFP ratio, acrylamide-induced, 24 h. 0.49% of 360,000 active. inhibition, % at 21.8 µM. AID 624304;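 active means interference check ratio from 0.5 to 1.5 plus GFP to RFP signal ratio inhibition reaching or exceeding a fixed threshold, cut at about 30% in these data, passing the limit was not always enough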; further: some compounds called inactive have numbers as strong as hits
MT1-MMP act inh: MT1-MMP (human) activation inhibition. P50281. AID 651647. GFP/RFP ratio change, % at 20 µM. HT1080 RFP-PRO-GFP cells, GFP/RFP ratio fluorescence, overnight; percent of plate control window, DMSO zero. 0.061% of 360,000 active;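 active means GFP/RFP ratio change of at least 30% with cell ATP level not reduced by more than half and red fluorescence within 50% of control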; further: strong numbers were not always called active
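Material: RFP-PRO-GFP reporter HT1080 cells. Dosing: single-point 20 µM compound, 1% DMSO. Controls: DMSO and RFP-L50D-GFP cell wells. Timing: cells overnight before dosing, compound overnight, 37 °C, 5% CO2. Measure: GFP/RFP fluorescence ratio.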
FAS TE block: inhibitors of human fatty acid synthase thioesterase domain. 0.67% of 360,000 active. recombinant FAS-TE, OMFH fluorogenic substrate, fluorescence endpoint. AID 602261. inhibition, % at 15 µM;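 active means compounds whose normalised, plate-corrected inhibition of enzyme fluorescence in the single-dose primary screen is 50% or more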;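 further: 0% = DMSO with enzyme and 100% = substrate without enzyme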
E coli Lon inh: inhibitors of E. coli Lon protease | purified E. coli Lon protease, fluorescence polarization | inhibition, % at 7.94 µM | 0.42% of 360,000 active | AID 602123; in the data active means inhibition above about 13%, passing the limit was not always enough;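 further: 0% = enzyme with probe and DMSO and 100% = no enzyme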
Target sequence (P0A9M0 whole entry, looked up): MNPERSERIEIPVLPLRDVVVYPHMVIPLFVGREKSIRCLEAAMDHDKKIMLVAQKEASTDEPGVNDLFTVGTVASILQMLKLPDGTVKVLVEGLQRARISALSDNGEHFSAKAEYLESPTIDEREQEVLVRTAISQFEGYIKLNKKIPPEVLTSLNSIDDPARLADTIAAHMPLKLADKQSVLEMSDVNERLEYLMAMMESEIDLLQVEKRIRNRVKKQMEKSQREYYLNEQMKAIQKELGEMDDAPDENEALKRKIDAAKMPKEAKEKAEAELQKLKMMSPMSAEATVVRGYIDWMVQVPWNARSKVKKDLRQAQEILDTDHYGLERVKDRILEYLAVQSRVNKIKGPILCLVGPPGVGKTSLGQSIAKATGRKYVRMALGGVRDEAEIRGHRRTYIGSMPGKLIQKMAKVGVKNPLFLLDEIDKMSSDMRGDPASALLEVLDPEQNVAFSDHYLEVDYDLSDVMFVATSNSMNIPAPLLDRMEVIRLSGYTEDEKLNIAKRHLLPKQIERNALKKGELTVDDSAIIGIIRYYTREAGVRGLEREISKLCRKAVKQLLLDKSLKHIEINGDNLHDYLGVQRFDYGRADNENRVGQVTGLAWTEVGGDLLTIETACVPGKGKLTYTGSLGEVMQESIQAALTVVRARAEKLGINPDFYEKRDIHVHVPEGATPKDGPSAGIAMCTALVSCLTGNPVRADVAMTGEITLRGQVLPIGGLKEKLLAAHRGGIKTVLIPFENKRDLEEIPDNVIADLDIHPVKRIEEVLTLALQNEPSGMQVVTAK
Rin1-Abl PPI inh: inhibitors of human Rin1-Abl protein interaction. TR-FRET Rin1/Abl binding, biochemical. AID 588664. inhibition, % at 7.35 µM. 0.4% of 360,000 active. P00519+Q13671; in the data active means inhibition above about 5%, passing the limit was not always enough
Neddylation inh: blocks human cullin neddylation | TR-FRET cullin neddylation, biochemical | P61081+Q13564 | 0.58% of 360,000 active | calls only at 25 µM; in the data active means inhibition above about 36%
MsrA act: bovine methionine sulfoxide reductase A activation | purified bovine MsrA, absorbance read-out | activation, % at 10.6 µM | 0.3% of 360,000 active | AID 602163; in the data active means activation above about 7.5%;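 further: 0% = vehicle and 100% = reference activator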
* hit, by the source's call.

Results for COc1cc(C(=O)N2CCN(S(=O)(=O)c3ccc(C)cc3)CC2)ccc1OCc1c(C)noc1C ?
CendR NRP1 mod: -9; MsrA inh: -0.8; SKN-1 block: 11; MT1-MMP act inh: 0; FAS TE block: -4; E coli Lon inh: 0; Rin1-Abl PPI inh: -1; Neddylation inh: inactive; MsrA act: 0

How did NC(=S)Cc1nc(-c2ccccc2)cs1 do in these assays?
CendR NRP1 mod: -21; MsrA inh: 0.3; SKN-1 block: 13; MT1-MMP act inh: 5; FAS TE block: -4; E coli Lon inh: -34; Rin1-Abl PPI inh: -2; Neddylation inh: inactive; MsrA act: -2

Results for COc1ccc(N(CC(=O)NCCSC2CCCCC2)S(=O)(=O)c2ccc(C)cc2)cc1 ?
CendR NRP1 mod: 4; MsrA inh: -0.3; SKN-1 block: -3; MT1-MMP act inh: -1; FAS TE block: 20; E coli Lon inh: -7; Rin1-Abl PPI inh: -1; Neddylation inh: inactive; MsrA act: -7

What do the screens show for `COc1ccc(OC)c(C2(O)CSC(=Nc3cccnc3)N2Cc2ccco2)c1` (configuration not stated)?
CendR NRP1 mod: -2; MsrA inh: 1.3; SKN-1 block: -7; MT1-MMP act inh: -1; FAS TE block: -2; E coli Lon inh: 5; Rin1-Abl PPI inh: 2; Neddylation inh: inactive; MsrA act: -1

What do the screens show for `Nn1cnnc1N/N=C/c1ccc(Cl)c([N+](=O)[O-])c1`?
CendR NRP1 mod: 10; MsrA inh: 0.7; SKN-1 block: 4; MT1-MMP act inh: -1; FAS TE block: 10; E coli Lon inh: 8; Rin1-Abl PPI inh: 1; Neddylation inh: inactive; MsrA act: 18*

Results for O=C(O)CN=C1CC(c2ccccc2)CC(=O)/C1=C(/O)CCCN1C(=O)c2ccccc2C1=O (configuration not stated) ?
CendR NRP1 mod: 6; MsrA inh: 1.1; SKN-1 block: 2; MT1-MMP act inh: 4; FAS TE block: -3; E coli Lon inh: -4; Rin1-Abl PPI inh: 3; Neddylation inh: inactive; MsrA act: -7

Results for CCCC(=O)N1CCN(c2ccc(NC(=O)C(C)(C)C)cc2Cl)CC1 ?
CendR NRP1 mod: 6; MsrA inh: -0.7; SKN-1 block: 11; MT1-MMP act inh: 1; FAS TE block: -9; E coli Lon inh: -1; Rin1-Abl PPI inh: 0; Neddylation inh: inactive; MsrA act: 3

How did CCOc1ncnc2c1oc1nc(CC(C)C)c3c(c12)CC(C)(C)OC3 do in these assays?
CendR NRP1 mod: 0; MsrA inh: -0.1; SKN-1 block: -1; MT1-MMP act inh: -5; FAS TE block: 8; E coli Lon inh: -5; Rin1-Abl PPI inh: 1; Neddylation inh: inactive; MsrA act: -1

How did CC(C)Cc1c(O)nc(SCCN2CCOCC2)[nH]c1=O do in these assays?
CendR NRP1 mod: -5; MsrA inh: -0.7; SKN-1 block: 5; MT1-MMP act inh: 1; FAS TE block: -7; E coli Lon inh: 1; Rin1-Abl PPI inh: 1; Neddylation inh: inactive; MsrA act: 0

Results for N#C/C(=C\c1ccc(OCC(N)=O)cc1)C(=O)NC1CC1 ?
CendR NRP1 mod: 11; MsrA inh: 3.1; SKN-1 block: 8; MT1-MMP act inh: -2; FAS TE block: -4; E coli Lon inh: 0; Rin1-Abl PPI inh: -2; Neddylation inh: inactive; MsrA act: 13*

How did O=c1sc2ccccc2n1COc1ccccc1 do in these assays?
CendR NRP1 mod: -1; MsrA inh: -1.1; SKN-1 block: 4; MT1-MMP act inh: 0; FAS TE block: 15; E coli Lon inh: -8; Rin1-Abl PPI inh: 0; Neddylation inh: inactive; MsrA act: 0

Results for O=C(O)CN1C(=O)SC(Nc2ccc(Cl)cc2)C1=O (configuration not stated) ?
CendR NRP1 mod: 14; MsrA inh: 0.9; SKN-1 block: -1; MT1-MMP act inh: 6; FAS TE block: -10; E coli Lon inh: 0; Rin1-Abl PPI inh: 2; Neddylation inh: inactive; MsrA act: 1

Results for COc1ccc(CNC(=O)COC(=O)c2ccc(S(=O)(=O)N3CCCCC3)cc2)cc1 ?
CendR NRP1 mod: 8; MsrA inh: -0.3; SKN-1 block: 7; MT1-MMP act inh: -1; FAS TE block: -4; E coli Lon inh: -5; Rin1-Abl PPI inh: 4; Neddylation inh: inactive; MsrA act: -3

How did Nc1ccc(Oc2ccccc2F)nc1 do in these assays?
CendR NRP1 mod: -16; MsrA inh: -0.2; SKN-1 block: 10; MT1-MMP act inh: 0; FAS TE block: -7; E coli Lon inh: -19; Rin1-Abl PPI inh: 0; Neddylation inh: inactive; MsrA act: -7

Results for CC(=O)NC12CC3CC(CC(CC(=O)O)(C3)C1)C2 ?
CendR NRP1 mod: 1; MsrA inh: -1.7; SKN-1 block: 7; MT1-MMP act inh: 4; FAS TE block: -7; E coli Lon inh: 0; Rin1-Abl PPI inh: -6; Neddylation inh: inactive; MsrA act: 0

What do the screens show for `O=C(Cn1ncc2c3ccccc3n(Cc3ccccc3F)c2c1=O)NCCN1CCOCC1`?
CendR NRP1 mod: 2; MsrA inh: 1.8; SKN-1 block: 8; MT1-MMP act inh: -2; FAS TE block: -4; E coli Lon inh: 6; Rin1-Abl PPI inh: 5; Neddylation inh: inactive; MsrA act: -2

How did COc1ccc(C2(C(=O)N3CCOCC3)CCCC2)cc1 do in these assays?
CendR NRP1 mod: 7; MsrA inh: -0.2; SKN-1 block: -17; MT1-MMP act inh: -2; FAS TE block: -3; E coli Lon inh: -3; Rin1-Abl PPI inh: 1; Neddylation inh: inactive; MsrA act: -2

Results for Cc1ccc(NC(=O)c2ccc3c(c2)CCN3S(C)(=O)=O)cc1C ?
CendR NRP1 mod: -15; MsrA inh: -1.9; SKN-1 block: -8; MT1-MMP act inh: 5; FAS TE block: 3; E coli Lon inh: -7; Rin1-Abl PPI inh: -1; Neddylation inh: inactive; MsrA act: -1

What do the screens show for `COc1cc([N+](=O)[O-])c(C)cc1NC(=O)c1ccc(OC)c(OC)c1`?
CendR NRP1 mod: 5; MsrA inh: 2.2; SKN-1 block: 28; MT1-MMP act inh: 0; FAS TE block: -1; E coli Lon inh: -10; Rin1-Abl PPI inh: 2; Neddylation inh: inactive; MsrA act: -3

Results for CCCCNC(=O)C1(C)CCC(=O)N1C1CC1 (configuration not stated) ?
CendR NRP1 mod: 0; MsrA inh: 0.2; SKN-1 block: 5; MT1-MMP act inh: 5; FAS TE block: -6; E coli Lon inh: -9; Rin1-Abl PPI inh: 2; Neddylation inh: inactive; MsrA act: -3

Results for CCn1c(=O)n(CC)c2cc(S(=O)(=O)NCCOc3ccccc3)c(C)cc21 ?
CendR NRP1 mod: 4; MsrA inh: -0.6; SKN-1 block: 5; MT1-MMP act inh: 21; FAS TE block: -6; E coli Lon inh: 8; Rin1-Abl PPI inh: 5; Neddylation inh: inactive; MsrA act: -2

What do the screens show for `O=C(CSc1ncnc2c1cnn2-c1ccc(F)cc1)NCc1ccc2c(c1)OCO2`?
CendR NRP1 mod: 2; MsrA inh: 0.5; SKN-1 block: 14; MT1-MMP act inh: 1; FAS TE block: -8; E coli Lon inh: -8; Rin1-Abl PPI inh: -2; Neddylation inh: inactive; MsrA act: -1

What do the screens show for `CC(C)(C)C(=O)Nc1cc(NC(=O)C(C)(C)C)cc(C(=O)Nc2cc(C(=O)O)cc(C(=O)O)c2)c1`?
CendR NRP1 mod: -20; MsrA inh: -0.3; SKN-1 block: 3; MT1-MMP act inh: -1; FAS TE block: -12; E coli Lon inh: 5; Rin1-Abl PPI inh: 2; Neddylation inh: inactive; MsrA act: -5

Results for CC1CCCN(C(=O)CCS(=O)(=O)c2cc3c(cc2Cl)NC(=O)CO3)C1 (configuration not stated) ?
CendR NRP1 mod: -17; MsrA inh: -1.4; SKN-1 block: -25; MT1-MMP act inh: 2; FAS TE block: 0; E coli Lon inh: -4; Rin1-Abl PPI inh: 1; Neddylation inh: inactive; MsrA act: 0

How did CN1c2ccccc2N(C)C1c1c(O)ccc2ccccc12 do in these assays?
CendR NRP1 mod: -2; MsrA inh: 2.1; SKN-1 block: 13; MT1-MMP act inh: 3; FAS TE block: -6; E coli Lon inh: 9; Rin1-Abl PPI inh: -1; Neddylation inh: inactive; MsrA act: -2

How did CCN(c1ccccc1)S(=O)(=O)c1ccc(Cl)c(NC(=O)CN(C)Cc2cccc(F)c2)c1 do in these assays?
CendR NRP1 mod: -7; MsrA inh: -0.1; SKN-1 block: 6; MT1-MMP act inh: -9; FAS TE block: 24; E coli Lon inh: 9; Rin1-Abl PPI inh: 2; Neddylation inh: inactive; MsrA act: -3

Results for O=C(c1cc2c(ccc3ccccc32)o1)N1CCN(c2ncc(C(F)(F)F)cc2Cl)CC1 ?
CendR NRP1 mod: 7; MsrA inh: 0.1; SKN-1 block: 7; MT1-MMP act inh: 0; FAS TE block: 25; E coli Lon inh: -2; Rin1-Abl PPI inh: -2; Neddylation inh: inactive; MsrA act: 1

How did Cc1nc(SCC(=O)N(C)C2CCCCC2)[nH]c(=O)c1Cc1ccccc1 do in these assays?
CendR NRP1 mod: -6; MsrA inh: 0.2; SKN-1 block: 3; MT1-MMP act inh: 10; FAS TE block: -1; E coli Lon inh: 0; Rin1-Abl PPI inh: -3; Neddylation inh: inactive; MsrA act: 0

Results for COc1ccc2c(c1)[C@H]1[C@H](CO2)[C@H](c2ccccc2)[C@]2(C)C(=O)Nc3ccc(Br)cc3C(=O)N12 ?
CendR NRP1 mod: -7; MsrA inh: 0.9; SKN-1 block: 1; MT1-MMP act inh: -21; FAS TE block: 33; E coli Lon inh: 2; Rin1-Abl PPI inh: 1; Neddylation inh: inactive; MsrA act: -11

Results for Cc1ccc(CSCC(=O)N2CCN(Cc3ccc4c(c3)OCO4)CC2)cc1 ?
CendR NRP1 mod: 4; MsrA inh: -0.5; SKN-1 block: 24; MT1-MMP act inh: -4; FAS TE block: 12; E coli Lon inh: -10; Rin1-Abl PPI inh: 1; Neddylation inh: inactive; MsrA act: 0

Results for COC(=O)c1ccccc1NC(=O)CSc1nc2cccnc2n1C ?
CendR NRP1 mod: 9; MsrA inh: 1.6; SKN-1 block: 5; MT1-MMP act inh: 1; FAS TE block: 0; E coli Lon inh: -9; Rin1-Abl PPI inh: 4; Neddylation inh: inactive; MsrA act: -7

Structures listed so far containing fluorine, in the order listed:
How did Nc1ccc(Oc2ccccc2F)nc1 do in these assays?
CendR NRP1 mod: -16; MsrA inh: -0.2; SKN-1 block: 10; MT1-MMP act inh: 0; FAS TE block: -7; E coli Lon inh: -19; Rin1-Abl PPI inh: 0; Neddylation inh: inactive; MsrA act: -7

What do the screens show for `O=C(Cn1ncc2c3ccccc3n(Cc3ccccc3F)c2c1=O)NCCN1CCOCC1`?
CendR NRP1 mod: 2; MsrA inh: 1.8; SKN-1 block: 8; MT1-MMP act inh: -2; FAS TE block: -4; E coli Lon inh: 6; Rin1-Abl PPI inh: 5; Neddylation inh: inactive; MsrA act: -2

What do the screens show for `O=C(CSc1ncnc2c1cnn2-c1ccc(F)cc1)NCc1ccc2c(c1)OCO2`?
CendR NRP1 mod: 2; MsrA inh: 0.5; SKN-1 block: 14; MT1-MMP act inh: 1; FAS TE block: -8; E coli Lon inh: -8; Rin1-Abl PPI inh: -2; Neddylation inh: inactive; MsrA act: -1

How did CCN(c1ccccc1)S(=O)(=O)c1ccc(Cl)c(NC(=O)CN(C)Cc2cccc(F)c2)c1 do in these assays?
CendR NRP1 mod: -7; MsrA inh: -0.1; SKN-1 block: 6; MT1-MMP act inh: -9; FAS TE block: 24; E coli Lon inh: 9; Rin1-Abl PPI inh: 2; Neddylation inh: inactive; MsrA act: -3

Results for O=C(c1cc2c(ccc3ccccc32)o1)N1CCN(c2ncc(C(F)(F)F)cc2Cl)CC1 ?
CendR NRP1 mod: 7; MsrA inh: 0.1; SKN-1 block: 7; MT1-MMP act inh: 0; FAS TE block: 25; E coli Lon inh: -2; Rin1-Abl PPI inh: -2; Neddylation inh: inactive; MsrA act: 1

High-throughput results (PubChem BioAssay)
